Menin-MLL TR inh – qHTS Assay for Inhibitors Targeting the Menin-MLL Interaction in MLL Related Leukemias: Competition With Texas Red Labeled MLL-derived Mutant Peptide; Menin + Texas Red MLL mutant peptide, fluorescence polarization; Potency, µM (titrated, usually from 61.6 µM), without a hit: at the highest dose FP activity change, negative = inhibition, usual class: inhibitors; AID 1768, 2009; actives 0.23% (n = 270,000); O00255; active = well fitted inhibition curve with a large enough effect in the polarisation, with a control signal flat, not every such curve was filed as active; inconclusive = small, poorly fitted or top-dose-only effect, or effect the other way, or a change in a side signal; inactive = no such curve, though single readings can be large or run the other way; the % refers to the polarisation; note: potency is the fitted concentration of half-maximal effect; % of control where 0% means no effect; many of its hits are not listed in these tables
KCNH2 WT inh – qHTS for Inhibitors of KCHN2 3.1: Wildtype qHTS | Voltage-gated inwardly rectifying potassium channel KCNH2 (Homo sapiens), Q12809 | U2OS, BacMam KCNH2, thallium flux FluxOr; hits give low values | activity change, % at 1.84 µM | actives 0.37% (n = 340,000) | AID 720551, 2013;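 active = maximum activity change below -70%; inconclusive = maximum activity change between -70% and -50%; inactive = maximum activity change above -50%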; note: % is set by controls: 0 for no effect and ±100 for the full control effect
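U2OS cells transduced with wild-type KCNH2 virus are loaded with FluxOr dye for 45 min, and thallium flux is measured in kinetic reads before and after stimulation buffer. Rate constants are normalized to DMSO controls.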
B2AR arrestin – qHTS assay of beta-arrestin-biased ligands of beta2-adrenergic receptor; AID 492947, 2010; Beta-2 adrenergic receptor (Homo sapiens), P07550; actives 0.02% (n = 330,000); beta-arrestin recruitment to beta2AR, cell-based reporter; Potency, µM (highest dose often 46.1 µM), for the others: at the top dose activation, usual class: activators;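 note: potency is the fitted concentration of half-maximal effect; 0% = DMSO controls and full agonism = EC100 isoproterenol or metaproterenol; nearly all actives have a fitted effect of over 65% in size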
GALK inh – qHTS Assay for Inhibitors of Human Galactokinase (GALK). P51570. Purified GALK, Kinase-Glo residual ATP luminescence. Potency, µM (titrated, usually from 57.5 µM), for the others: top-dose activity change, negative = inhibition, actives largely listed as inhibitors. actives 0.007% (n = 270,000); note: potency is the fitted concentration of half-maximal effect; % is set by controls: 0 for no effect and ±100 for the full control effect
Target sequence (P51570 whole entry, looked up): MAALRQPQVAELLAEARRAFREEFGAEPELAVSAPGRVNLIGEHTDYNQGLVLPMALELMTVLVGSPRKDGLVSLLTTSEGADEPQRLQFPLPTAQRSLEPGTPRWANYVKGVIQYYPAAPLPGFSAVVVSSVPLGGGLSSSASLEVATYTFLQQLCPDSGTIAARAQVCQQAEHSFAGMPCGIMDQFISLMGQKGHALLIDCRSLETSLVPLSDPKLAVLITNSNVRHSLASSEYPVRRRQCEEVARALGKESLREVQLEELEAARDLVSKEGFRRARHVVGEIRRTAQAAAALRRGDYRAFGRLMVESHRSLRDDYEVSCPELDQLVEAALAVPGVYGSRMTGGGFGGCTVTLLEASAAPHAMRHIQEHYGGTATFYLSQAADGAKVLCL
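GALK at 5 nM final was combined with compound, 35 uM ATP and 100 uM galactose in HEPES pH8.0 with MgCl2 and DTT. The reaction ran one hour at room temperature before luminescent ATP detection.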
FBPA coupling cs – qHTS Assay for Inhibitors of Fructose-1,6-bisphosphate Aldolase from Giardia Lamblia: Coupling assay counterscreen; activity change, negative = inhibition, % at 58.2 µM, hits read low; coupling enzyme system counterscreen, AmpLite Red fluorescence; actives 0.67% (n = 290,000); in the data active = activity change below about -30%; note: % is set by controls: 0 for no effect and ±100 for the full control effect
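Fluorescence at 525 nm excitation and 598 nm emission measured inhibition of the coupled detection system without aldolase. Compounds (at 57.5 uM final) were preincubated 10 min at room temperature with coupling enzyme reagent before a 20 min substrate/AmpLite Red step.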
TRPV1 ag – HTS Assay for Compounds that Act as Agonists of the Vanilloid Receptor 1 | TRPV1-expressing cells, Fluo-8 calcium influx, agonist mode | Transient receptor potential cation channel subfamily V member 1 (Homo sapiens), Q8NER1 | activation, % at 8.33 µM | actives 0.19% (n = 320,000) | AID 540275, 2011; in the data active = activation above about 80%; inconclusive = between about 30% and that limit; note: 0% is about no effect
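Fluo-8 calcium influx in TRPV1-expressing cells, kinetic read (ex 480/em 520 nm). Compound added and read 3 min for agonist activity, followed by capsaicin at EC20 final and 2 min further read for enhancement.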
KCNH2 3.1 block – qHTS for Inhibitors of KCHN2 3.1: Mutant qHTS. actives 0.95% (n = 340,000). AID 720553, 2013. activity change, % (tested at about 1.8 µM). Potassium voltage-gated channel subfamily H member 2, brain isoform KCNH2 3.1 (human). U2OS KCNH2 3.1, thallium flux FluxOr; hits give low values;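 active = maximum activity change below -70%; inconclusive = maximum activity change from -70% to -50%; inactive = maximum activity change above -50%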;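 note: thallium influx rate constant from kinetic fluorescence after stimulation buffer; % is set by controls: 0 for no effect and ±100 for the full control effect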
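Measured as rate of thallium-driven FluxOr signal in transduced U2OS cells carrying the 3.1 channel, read kinetically for 2 min upon stimulation; values are rate constants scaled to DMSO control wells.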
MLL CXXC-DNA inh – qHTS Fluorescence Polarization Assay for Inhibitors of MLL CXXC domain - DNA interaction; MLL-CXXC / FITC-HOXA9 DNA fluorescence polarization; Potency, µM (highest dose often 115 µM), for inactives: at the top dose activity change, negative = inhibition, most hits filed as inhibitors; actives 0.037% (n = 290,000); AID 2662, 2010; active = well fitted inhibition curve with a large enough effect in the polarisation, with a control signal flat, not every such curve was filed as active; inconclusive = small, poorly fitted or top-dose-only effect, or effect the other way, or a change in a side signal; inactive = no such curve, though single readings can be large or run the other way; the % refers to the polarisation; note: potency is the fitted concentration of half-maximal effect
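Fluorescence polarization: 7 uM MLL-CXXC (stock) preincubated 5 min with compounds, then 50 nM fluorescein-HOX-A9 DNA (stock) added; 30 min ambient. Buffer 50 mM Tris-HCl pH 7.5, 50 mM NaCl, 1 mM DTT, 0.05% BSA.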
PKM2 activator – qHTS Assay for Activators of Human Muscle isoform 2 Pyruvate Kinase; Pyruvate kinase PKM (Homo sapiens), P14618; purified PKM2, Kinase-Glo ATP luminescence, activation; response scale: 0% is enzyme alone, no compound; Potency, µM (doses to about 57.5 µM), without a hit: top-dose activation, usual class: activators; actives 0.34% (n = 260,000); AID 1631, 2009; note: potency is the fitted concentration of half-maximal effect; % is set by controls: 0 for no effect and ±100 for the full control effect; nearly all actives have a fitted effect of over 55% in size
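Purified hPK-M2 (>95%) run at intermediate activity with 0.1 mM ADP and 0.5 mM PEP in 50 mM imidazole pH 7.2, KCl, MgCl2; 1 h room temperature. ATP formed read by Kinase-Glo luminescence; normalized to uninhibited and no-enzyme controls.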
Giardia kill – Small Molecules that selectively kill Giardia lamblia: qHTS | Giardia lamblia trophozoite viability | activity change, % at 7.66 µM, hits read low | actives 0.15% (n = 340,000) | AID 540267, 2011; in the data active = activity change below about -80%; inconclusive = between about -30% and that limit;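 note: parasites exposed to compound for two days anaerobically before the ATP read; % is set by controls: 0 for no effect and ±100 for the full control effect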
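Luminescent ATP signal served as the viability read-out, measured 15-30 min after adding ATP detection reagent to trophozoites that had been incubated with compounds for 48 hrs at 37 deg C anaerobically at 100 cells/well.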
USP2a inh – qHTS Assay for Inhibitors of Ubiquitin-specific Protease USP2a Using CHOP2 as the Reporter | Ubiquitin carboxyl-terminal hydrolase 2 (Homo sapiens), O75604 | USP2 core, Ub-CHOP2 coupled fluorogenic reporter, 485/531 | Potency, µM (doses to about 38.3 µM), for inactives: at the top dose activity change, negative = inhibition, hits mostly inhibitors | actives 0.01% (n = 330,000) | AID 463254, 2010;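 note: potency is the fitted concentration of half-maximal effect; plate controls were DMSO wells for no effect and full inhibition by NEM control for full effect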
Target sequence (O75604 whole entry, looked up): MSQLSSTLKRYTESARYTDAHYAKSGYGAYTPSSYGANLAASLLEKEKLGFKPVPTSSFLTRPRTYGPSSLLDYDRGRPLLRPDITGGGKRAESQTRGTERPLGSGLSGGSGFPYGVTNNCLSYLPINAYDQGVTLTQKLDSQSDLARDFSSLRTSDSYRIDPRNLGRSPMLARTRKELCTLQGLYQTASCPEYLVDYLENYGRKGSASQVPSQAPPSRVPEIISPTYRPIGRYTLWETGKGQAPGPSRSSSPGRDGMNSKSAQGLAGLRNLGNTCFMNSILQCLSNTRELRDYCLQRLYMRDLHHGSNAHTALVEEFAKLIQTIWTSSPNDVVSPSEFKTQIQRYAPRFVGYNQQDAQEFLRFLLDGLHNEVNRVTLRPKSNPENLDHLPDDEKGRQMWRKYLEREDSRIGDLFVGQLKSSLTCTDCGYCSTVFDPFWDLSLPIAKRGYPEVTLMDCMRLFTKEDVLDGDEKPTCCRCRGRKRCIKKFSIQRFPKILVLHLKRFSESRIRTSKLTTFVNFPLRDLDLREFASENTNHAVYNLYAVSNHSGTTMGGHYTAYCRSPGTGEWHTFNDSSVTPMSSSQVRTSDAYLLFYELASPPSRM
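Cell-free coupled assay: 10nM USP2 core preincubated 30min RT with compound in Tris-HCl pH 8.0/CaCl2/CHAPS buffer, then 25nM Ub-CHOP2 and 25nM reporter substrate; fluorescence (Ex 485/Em 531) read after 60min RT, normalized to NEM inhibition, concentration-response curves fitted.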
* = called active by the depositor; i = inactive; ? = inconclusive; nt = not tested or not shown; & = joins results of further samples; [ ] = dose if it differs, or a comment. Unless noted, calls come from the whole dose curve; as a rule, active = well fitted curve in the direction sought with a large enough effect; inconclusive = small, poorly fitted or top-dose-only effect, or another doubt; inactive = no such curve, though single readings can be large; an effect the other way counts as inactive or inconclusive. This is a subset; the hit share may differ from the screen's.

SMILES,Menin-MLL TR inh,KCNH2 WT inh,B2AR arrestin,GALK inh,FBPA coupling cs,TRPV1 ag,KCNH2 3.1 block,MLL CXXC-DNA inh,PKM2 activator,Giardia kill,USP2a inh
CCOc1ccc(CN(C(=O)c2cc(=O)c3cc(C)cc(C)c3o2)C2CCS(=O)(=O)C2)cc1 (stereo not given),nt,-1,0.4%,-4%,nt,17,0,-3%,nt,-23,-1%
CC(=O)c1coc2c1cc(O)c1ccccc12,2%,8,0.1%,5%,-33*,-3,5,-7%,-5%,13,-1%
Cc1ccc(CN2CCN(Cc3cn[nH]c3-c3ccccc3)CC2CCO)o1 (stereo not given),-15%,56,0.0%,-2%,-4,1,nt,-18%,-1%,0,0%
Cc1sc2ncnc(NC(C)C(=O)O)c2c1C (stereo not given),-9%,-8,0.1%,5%,8,1,-7,-1%,-7%,-2,2%
COC(=O)Nc1ccc(S(=O)(=O)N2CCCCC2C(=O)NCc2ccco2)cc1 (stereo not given),15%,12,-0.1%,-1%,2,1,-2,5%,1%,28,3%
CCC(=O)/C=C1\Sc2ccc(OC)cc2N1CC,-11%,4,-1.0%,-4%,-7,-4,8,-1%,-5%,-2,-3%
COc1ccc(NC(=O)CN2CCC(NC(=O)c3ccc(OC)cc3)CC2)cc1,-7%,1,0.3%,0%,2,-3,21,-1%,-4%,-9,6%
O=C(CNCC1CCCCC1)Nc1cccc(S(=O)(=O)N2CCOCC2)c1,-4%,0,0.1%,8%,0,?,-7,27%,-1%,39[activator],-1%
Cc1ccc(C(=O)CSc2nnc3c4ccccc4nc(C(C)(C)C)n23)cc1,-5%,i,13%,-1%,0,10,0,5%,-8%,-10,0%
COc1ccc(Oc2cccc(Cl)c2CNC(=O)CC(C)(C)CC(=O)O)cc1,nt,12,0.2%,1%,1,0,19,-8%,3%,-6,3%
COc1ccc(Cl)cc1Nc1nc(N2CCCC2)nc(N2CCCC2)n1,-9%,nt,0.1%,-2%,1,0,nt,2%,3%,nt,0%
Cc1cc2nc(CCN(C(=S)NCC3CCCO3)C3CCCC3)[nH]c2cc1C (stereo not given),-1%,-12,0.5%,6%,-11,14,-14,3%,-1%,20,-5%
O=C1N(CCCN2C(=O)C3(OCCO3)c3ccccc32)c2ccccc2C12OCCO2,0%,-17,-0.2%,2%,-2,1,18,-2%,2%,7,3%
OCCCn1c(CCCNc2nc(-c3cccc(Br)c3)cs2)nc2cc(Cl)c(N3CCCCC3)cc21,49%[activator],18,0.3%,nt,-1,8,-11,30%[activator],-1%,6,5%
COc1ccc(N(CC(=O)NC2CCCCC2)C(=O)CNC(=O)c2ccco2)cc1OC,-3%,16,0.0%,-1%,2,-1,0,-3%,-2%,?,-2%
Cc1cc(C(=O)NNC(=S)Nc2ccccc2C)cs1,-6%,-5,2.7%,2%,0,-3,4,9%,1%,-16,1%
Cc1cccc(-n2c(C)cc(C=C(C#N)C#N)c2C)c1,1%,-3,0.1%,1%,3,-4,-6,3%,-6%,6,2%
COc1ccc(S(=O)(=O)N(C)C[C@H]2Oc3c(NC(=O)Cc4ccccc4)cccc3C(=O)N([C@H](C)CO)C[C@@H]2C)cc1,nt,-1,0.1%,nt,nt,nt,-4,nt,nt,4,2%
COc1ccc(C(c2nnnn2C(C)(C)C)N2CCN(c3nc4ccccc4s3)CC2)cc1OC (stereo not given),4%,-2,-0.1%,3%,0,1,-1,5%,7%,2,-13%
O=C(N/N=C/c1cc(Br)cs1)C(O)c1ccccc1 (stereo not given),-7%,6,0.0%,5%,1,-1,16,4%,-4%,8,3%
C/C=C/c1ccc(OCC(=O)Nc2cc(S(=O)(=O)N3CCOCC3)ccc2N2CCCC2)c(OC)c1,nt,1,-0.3%,nt,nt,15,-1,nt,nt,9,-5%
O=[N+]([O-])c1ccc(/C=N/Nc2ncc(-c3ccccc3)cn2)cc1,?,-3,-0.1%,-1%,-4,1,-7,-8%,1%,-11,5%
Cc1ccccc1NC(=O)Cc1nc(COC(=O)c2ccccn2)cs1,nt,-7,0.3%,nt,nt,5,2,nt,nt,14,0%
C=CCn1c(COc2ccccc2F)nnc1SCC(=O)Nc1cc(C)on1,12%,4,-0.5%,-2%,0,3,-36,18%,-2%,15,7%
Cc1cccc(N2CCN(C(=O)c3cccc(NC4=NC5CS(=O)(=O)CC5S4)c3)CC2)c1C (stereo not given),-2%,7,0.1%,nt,5,13,23,nt,1%,-17,-1%
CCCOc1ccc(Cc2c(O)nc(SC)[nH]c2=O)cc1,-4%,-22,0.1%,2%,3,3,0,-8%,-10%,31[activator],3%
Cn1cc(-c2ccc(Cl)cc2)cc(C#N)c1=O,3%,2,-0.1%,0%,-2,-1,9,-1%,-2%,-18,-1%
CC(=O)C1=C(C)N(Cc2ccccc2)C(=O)N[C@H]1c1ccco1,-14%[11.7 µM],1,0.4%,-1%,0&4,15,16,1%,0%[11.5 µM],?,9%
Cc1ccccc1NC(=S)N(C)Cc1cn(C)c2ccccc12,-2%,4,-0.1%,0%,-1,1,-2,18%,-1%,-1,1%
COC(=O)C(C)N(c1ccc(C)cc1)S(=O)(=O)c1c(C)[nH]c(=O)[nH]c1=O (stereo not given),nt,-19,0.0%,-1%,-1,2,14,9%,1%,-6,3%
O=S(=O)(Nc1ccc(O)c2ccccc12)c1cccs1,?,2,0.0%,5%,-35*,-2,20,2%,nt,2,1%
COc1ccc(-n2c(=O)c3c4c(sc3n(CC(N)=O)c2=O)CCCCC4)cc1,nt,5,0.4%,nt,-1,-3,-2,3%,?,1,0%
CCOc1ccc(Cl)cc1CNCCCSc1nc(C)cc(C)n1,-28%,29,-0.2%,9%,3,0,1,-10%,-1%[11.5 µM],11,-1%
COc1ccc(Nc2ncnc3ccc(Br)cc23)cc1OC,2%,-1,-0.1%,-2%,1,-4,2,11%,nt,-3,0%
CCSc1nnc(NC(=O)C2C3CCC(C3)C2C(=O)O)s1 (stereo not given),2%,-9,-0.3%,2%,2,1,13,3%,1%,-1,-1%
Cc1ccc(CNC(=O)c2cc3c(=O)n4ccccc4nc3n(CC3CCCO3)c2=N)cc1 (stereo not given),11%,-24,0.0%,-1%,0,-10,-71*,14%,1%,2,5%
O=S(=O)(Nc1ccc(Cl)cc1)c1cccc2cccnc12,42%[activator],-6,-0.2%,nt,-8,-1,-2,-6%,nt,6,0%
O=C(Nc1cccc(F)c1)Nc1ccc(Cl)cn1,16%,-8,0.4%,-2%,0,6,4,1%,6%,-29,4%
C=CCOc1ccc(C(=O)Nc2ccc3c(c2)n(C)c(=O)n3C)cc1,22%,-5,0.0%,-2%,1,27,13,21%,-4%,18,1%
Cc1cnc(C(=O)Nc2ccccc2-c2nnn(CC(=O)NC3CCCC3)n2)cn1,-5%,1,-0.5%,-4%,1,13,8,40%[activator],-13%,-11,-3%
CCC(C)N1C(=O)c2ccccc2C1C(=O)NC1CCCCCC1 (stereo not given),-6%,-10,-0.8%,-2%,1,4,9,1%,-3%,-15,-3%
COc1c(Br)cc2c(C)c(C(=O)N3CCOCC3)oc2c1Br,-19%,-15,0.0%,-3%,2,?,-10,14%,2%,21,0%
O=C(CSc1nn(-c2ccc(F)cc2)c(=S)s1)NCC1CCCO1 (stereo not given),1%,nt,0.0%,-2%,1,3,-15,16%,6%,-2,2%
CN(C)S(=O)(=O)c1ccc2oc(SCC(N)=O)nc2c1,3%,2,-0.2%,3%,-1,0,-2,18%,14%,44[activator],-1%
Cc1ccc2[nH]c3c(=O)n(Cc4ccco4)cnc3c2c1,nt,-1,-1.3%,-2%,3,1,-25,13%,12%,-15,0%

Bioassay records from PubChem.
